# Screens as filed in PubChem.
# RGS4 inh: inhibitors of human regulator of G protein signaling 4; P49798; 390,000 compounds, 0.039% hits; AID 504845; Transcreener GDP fluorescence polarization, RGS4-accelerated GTP hydrolysis; Potency, µM (series often up to 114 µM), for the others: at the highest dose activity change, negative = inhibition, most hits filed as inhibitors; also: potency is read from the fitted curve at half-maximal effect; % is scaled to controls: 0 for no effect and ±100 for the full control effect; nearly all actives have a fitted effect of over 75% in size; some results filed as inactive show a strong effect at the top dose
# Target sequence (P49798 whole entry, looked up): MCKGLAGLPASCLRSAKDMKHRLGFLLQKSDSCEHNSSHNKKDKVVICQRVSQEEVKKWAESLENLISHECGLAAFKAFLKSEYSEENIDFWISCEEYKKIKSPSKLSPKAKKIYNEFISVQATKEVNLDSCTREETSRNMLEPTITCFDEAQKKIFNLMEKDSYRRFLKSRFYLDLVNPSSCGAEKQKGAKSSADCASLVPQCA
#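 MLSMR compounds (23 nl, pin-transferred) preincubated 10 min at room temperature with a 500nM (2x) first reagent, then RGS4 at 900nM (2x) plus Transcreener GDP mix added; fluorescence polarization (620/688 nm) read before and after 90 min at 30 °C.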
# LDHA inh: blocks human lactate dehydrogenase A; P00338; purified LDHA, NADH/diaphorase-resazurin fluorescence; active compounds read low; activity change, % (values are at about 110 or 230 µM); 480,000 compounds, 0.15% hits; AID 1347041; in the data active = activity change below about -30%; inconclusive = mostly about -25% to -30%;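 also: plate controls were DMSO wells for no effect and wells without enzyme for full effect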
#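 LDH5 2 nM; NADH 0.06 mM, pyruvate 0.2 mM; 200 mM Tris pH 7.4, EDTA, Tween-20; 5 min RT. Detection: diaphorase 0.133 mg/mL + resazurin 37 µM, fluorescence ex540/em590 at 0 and 20 min; normalized to enzyme-free and DMSO wells.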
# Pol eta inh: blocks human DNA polymerase eta activity. Q9Y253. recombinant Pol eta, fluorescent DNA replication assay. Potency, µM (titrated, usually from 114 µM), inactives show at the highest dose activity change, negative = inhibition, actives largely listed as inhibitors. 390,000 compounds, 1.2% hits; also: potency is read from the fitted curve at half-maximal effect; % is scaled to controls: 0 for no effect and ±100 for the full control effect
#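 Pol eta (10 nM) was preincubated with compounds for 15 min at room temperature, after which fluorescent replication substrate (50 nM final) was added to start the reaction. Fluorescence was read kinetically at 0 and 10 min.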
# APE1 inh: blocks human APE1 abasic DNA cleavage. recombinant APE1, TAMRA/BHQ-2 abasic DNA cleavage fluorescence. AID 2517. 350,000 compounds, 0.35% hits. P27695. Potency, µM (top dose mostly 65.8 µM), without a hit: at the highest dose activity change, negative = inhibition, hits mostly inhibitors;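 also: potency is read from the fitted curve at half-maximal effect; plate controls were vehicle for no effect and reference inhibitor for full effect; nearly all actives have a fitted effect of over 55% in size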
#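 APE1 at 0.75 nM final was preincubated with compound 15 min at room temperature, then 50 nM double-stranded THF abasic-site substrate (5'-TAMRA/3'-BHQ-2) was added. Fluorescence (ex 525/em 598 nm) was read kinetically; third-minus-first read gave activity.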
# POLB inh: blocks human DNA polymerase beta activity | Potency, µM (doses to about 114 µM), for inactives: top-dose activity change, negative = inhibition, hits mostly inhibitors | Pol beta primer extension/strand displacement, fluorescence kinetic | 340,000 compounds, 1.3% hits; also: potency is read from the fitted curve at half-maximal effect; % is scaled to controls: 0 for no effect and ±100 for the full control effect
#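 Pol beta (10 nM) was preincubated with compound for 15 min at room temperature. The reaction was then started with 50 nM substrate and read immediately and after a further 10 min at room temperature.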
# Anesthetic bind: candidate novel general anesthetic via apoferritin binding; P02791; apoferritin/1-aminoanthracene competitive binding, fluorescence; Potency, µM (highest dose often 77.5 µM), for the others: at the top dose activity change, negative = displacement, most hits filed as inhibitors; 350,000 compounds, 0.074% hits; also: potency is read from the fitted curve at half-maximal effect; % is scaled to controls: 0 for no effect and ±100 for the full control effect; nearly all actives have a fitted effect of over 20% in size
# Target sequence (P02791 2-175 limits assumed): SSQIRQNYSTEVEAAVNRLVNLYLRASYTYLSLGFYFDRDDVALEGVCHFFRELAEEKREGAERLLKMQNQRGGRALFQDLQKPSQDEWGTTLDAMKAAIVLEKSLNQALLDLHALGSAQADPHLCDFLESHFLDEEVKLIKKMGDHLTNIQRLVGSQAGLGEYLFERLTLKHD
#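 10 uM apoferritin + 50% sat. 1-AMA, PBS; cpd 10 min RT; Ex380/Em535 endpoint; normalized to free probe vs complex; 4-param Hill fit; propofol titration as pos. ctrl.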
# 12-LOX inh: blocks human arachidonate 12S-lipoxygenase. AID 1671190. 580,000 compounds, 1.1% hits. purified 12hLO, xylenol orange hydroperoxide absorbance. P18054. Potency, µM (highest dose often 108 µM), without a hit: at the top dose activity change, negative = inhibition, actives largely listed as inhibitors; also: potency is read from the fitted curve at half-maximal effect; % is scaled to controls: 0 for no effect and ±100 for the full control effect
# Target sequence (P18054 whole entry, looked up): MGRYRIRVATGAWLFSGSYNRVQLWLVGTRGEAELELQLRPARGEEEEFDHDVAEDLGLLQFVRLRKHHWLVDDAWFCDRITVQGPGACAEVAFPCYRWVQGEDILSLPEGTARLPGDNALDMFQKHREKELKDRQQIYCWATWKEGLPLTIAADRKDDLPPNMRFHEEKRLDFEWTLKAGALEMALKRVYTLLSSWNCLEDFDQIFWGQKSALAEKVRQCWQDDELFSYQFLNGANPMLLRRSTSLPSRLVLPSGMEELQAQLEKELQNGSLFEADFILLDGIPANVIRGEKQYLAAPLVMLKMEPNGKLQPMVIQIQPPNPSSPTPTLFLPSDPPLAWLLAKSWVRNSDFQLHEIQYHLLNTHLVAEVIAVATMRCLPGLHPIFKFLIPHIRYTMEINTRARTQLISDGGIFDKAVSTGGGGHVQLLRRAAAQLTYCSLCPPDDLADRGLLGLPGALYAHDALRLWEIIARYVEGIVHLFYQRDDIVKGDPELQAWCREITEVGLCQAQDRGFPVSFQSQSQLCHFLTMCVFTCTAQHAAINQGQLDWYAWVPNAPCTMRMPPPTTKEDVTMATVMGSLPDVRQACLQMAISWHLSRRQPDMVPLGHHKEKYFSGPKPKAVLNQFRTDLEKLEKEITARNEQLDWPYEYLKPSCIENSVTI
#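 Purified human 12hLO at 150 nM in 25 mM Hepes, 0.01% Triton X-100, pH 7.0, preincubated 15 min at room temperature with compound. Reaction started with 40 uM arachidonic acid, 30 min at room temperature. Hydroperoxide measured by Fe-xylenol orange, 573/405 nm absorbance ratio.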
# ERG Ets-DNA blk: ERG Ets/DNA interaction inhibition. P11308. fluorescence polarization, His-ERG Ets domain / labelled DNA. Potency, µM (series often up to 76.9 µM), without a hit: top-dose FP activity, negative = inhibition, actives largely listed as inhibitors. 370,000 compounds, 0.028% hits. AID 624246; active = well fitted inhibition curve with a large enough effect in the polarisation, with a control signal flat; inconclusive = small, poorly fitted or top-dose-only effect, or effect the other way, or a change in a side signal; inactive = no such curve, though single readings can be large or run the other way; the % refers to the polarisation;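 also: polarization taken with two DNA probes labelled with fluorescein and Texas red; potency is read from the fitted curve at half-maximal effect; % of control where 0% means no effect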
#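 His-tagged ERG Ets domain (1 uM in the protein solution; 300mM KCl, 50mM Tris-HCl, 1mM EDTA, 1mM DTT, pH 7.5) received compound, then a probe mix of 5 nM fluorescein-DNA and 100nM Texas-615-DNA. Fluorescence polarization was read for both dyes.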
# POLK inh: inhibitors of human DNA polymerase kappa. Potency, µM (series often up to 107 µM), for the others: at the highest dose activity, negative = inhibition, most hits filed as inhibitors. 400,000 compounds, 0.53% hits. purified Pol kappa, fluorescent DNA synthesis assay, 10 min. Q9UBT6; also: potency is read from the fitted curve at half-maximal effect; % is scaled to controls: 0 for no effect and ±100 for the full control effect
#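 10 nM Pol kappa was preincubated with compounds for 15 min at room temperature. Reaction started with 50 nM (final) substrate. Fluorescence read kinetically at 0 and 10 min.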
# * = called active by the depositor; ? = inconclusive; / = not tested or not shown; & = joins results of further samples; [ ] = dose if it differs, or a comment. Unless noted, calls follow the shape of the dose curve; as a rule, active = well fitted curve in the direction sought with a large enough effect; inconclusive = small, poorly fitted or top-dose-only effect, or another doubt; inactive = no such curve, though single readings can be large; an effect the other way counts as inactive or inconclusive. An excerpt. The share of hits here may be higher or lower than overall.
SMILES,RGS4 inh,LDHA inh,Pol eta inh,APE1 inh,POLB inh,Anesthetic bind,12-LOX inh,ERG Ets-DNA blk,POLK inh
CCC(Sc1nnc(-c2ccc(OC)cc2)c(-c2ccc(OC)cc2)n1)C(=O)NC1CCCCC1 (centres undefined),6%,1,-30%,/,1%,-16%,?,-4%,4%[60.1 µM]
CCN(CC)CCNC(=O)CNC(=O)c1nn(-c2ccc(OC)cc2OC)c(=O)c2ccccc12,-1%,-4,1%,-4%,16%,4%,-4%,-6%,-8%
N#CC(C#N)=C1C=C2C=C(N3CCCCCC3)CCC2CC1 (centres undefined),3%,-4,50µM*,?,40µM*,-18%,-8%,?,?
CC1CC(C)CN(C(=O)COC(=O)c2ccc3c(c2)OCO3)C1 (centres undefined),7%,-1,1%,27%,/,/,0%,8%,-9%
CCOC(=O)CSc1nc2ccc(NC(=O)c3cccc(F)c3)cc2s1,7%,-2,-13%,/,-19%,-4%,-9%,2%,-14%
CCN1CCOC(=O)C1CC(=O)Nc1ccc(C(C)=O)cc1 (centres undefined),-18%,1,8%,/,-4%,-7%,0%,-18%,-1%
O=C(NC1CC1)c1ccc(NC(=O)C2CCCCC2)cc1,3%,-7,-19%,/,/,/,12%,18%,2%
C=CCc1c(C)nc(SC)nc1Nc1ccccc1,12%[56.9 µM],-15,4%,-5%,-21%,-2%,0%,-12%,-14%
Cc1cc(C(=S)N2CCOCC2)c(C)n1-c1ccc(Cl)cc1,-50%,-9,-15%,-4%,1%,-7%,20µM*,1%,-17%
CCN1CCN(CCOc2cccc(Cl)c2Cl)CC1,23%[56.9 µM],-36*,-10%,0%,-5%,-9%,?,-1%,-13%
O=C(NCc1ccc(Cl)cc1)c1ccc2nc[nH]c2c1,-9%[11.4 µM],-2,15%,?,?,-11%,-5%,-11%,7%
O=C1Nc2ccc(S(=O)(=O)N3CCCCCC3)c3cccc1c23,0%,3,?,-2%,2%,1%,-5%,1%,-33%
COc1ccccc1NC(=O)/C(=C/c1cccc([N+](=O)[O-])c1)c1ccccc1,-9%,2,-22%,-1%,8%,-19%,-8%,/,-5%
COc1ccc(CNc2nc3c(c(=O)n(Cc4ccc(Br)cc4)c(=O)n3C)n2C)cc1,-13%,-14,-5%,-6%,-16%,-4%,-19%,-12%,-7%
Cc1ccccc1N1C(=O)CC(N2CCC(C(N)=O)CC2)C1=O (centres undefined),25%,-1,-1%,0%,33%,22%,0%,/,-8%
CCOc1ccc(NS(=O)(=O)c2cc3c4c(c2)C(C)C(=O)N4CCC3)cc1 (centres undefined),3%,-13,3%,-10%,48%,2%,9%,-4%,-13%
Cc1ccc(OCCC(=O)OCC(=O)N2c3ccccc3NC(=O)C2(C)C)cc1,3%,-3,-18%,-25%,/,/,-36%,5%,-30%
COc1ccc(CCNC(=O)c2csc3c2CCCC3)cc1OC,-12%,1,-23%,1%,-24%,-9%,-1%,1%,0%
CCCCCCCN1CCC(=O)N([C@H](CO)Cc2ccccc2)CC1,10%,-1,-8%,8%,39%,-15%,-10%,-4%,3%&3%
CCSc1ncc(Cl)c(C(=O)Nc2sc3c(c2C(=O)NC)CCCC3)n1,-1%,-1&-4,0%,/,-23%,-1%,?,-7%,-10%&-1%
CCN1CCN(c2nc3c(c(=O)[nH]c(=O)n3C)n2CCCSc2ncccn2)CC1,19%,-7,5%,4%,-3%,-7%,1%,-1%,-1%
O=C(CCCO)c1ccc2c(c1)OCCO2,25%,-7,2%,4%,0%,-9%,-15%,/,-8%
O=C(O)c1cccc(NCc2cccnc2)c1,11%,-6,-8%,8%,-1%,-3%,0%,1%,4%
Cc1nn(C)cc1C=NCCOCc1ccccc1,4%,-3,?,-3%,0%,-12%,53%[activator],8%,-1%
CCn1nc(C)c(CNC(=O)c2cc(COc3ccc(C)nc3)on2)c1C,17%,-3,-15%,10%,6%,-8%,18%,1%,-15%

# Structures listed above that bear a hit mark in POLB inh:
Compound,RGS4 inh,Pol eta inh,APE1 inh,POLB inh,12-LOX inh,ERG Ets-DNA blk,POLK inh
N#CC(C#N)=C1C=C2C=C(N3CCCCCC3)CCC2CC1 (centres undefined),3%,50µM*,?,40µM*,-8%,?,?

# Quoted at random: 2 entries already listed.
SMILES,RGS4 inh,LDHA inh,Pol eta inh,APE1 inh,POLB inh,Anesthetic bind,12-LOX inh,ERG Ets-DNA blk,POLK inh
Cc1nn(C)cc1C=NCCOCc1ccccc1,4%,-3,?,-3%,0%,-12%,53%[activator],8%,-1%
COc1ccccc1NC(=O)/C(=C/c1cccc([N+](=O)[O-])c1)c1ccccc1,-9%,2,-22%,-1%,8%,-19%,-8%,/,-5%

# Further compounds:
SMILES,RGS4 inh,LDHA inh,Pol eta inh,APE1 inh,POLB inh,Anesthetic bind,12-LOX inh,ERG Ets-DNA blk,POLK inh
COc1ccc(S(=O)(=O)NCCc2nnc3ccc(SCc4cccnc4)nn23)cc1,-6%,-1,-16%,-1%,?,-14%,-1%,-10%,-5%
O=C(Cn1c(=O)n(-c2ccccc2)c(=O)c2ccc(C(=O)NCc3ccc4c(c3)OCO4)cc21)Nc1ccc(F)cc1,9%,5,-3%,/,3%,-14%,-17%,-5%,-12%
O=C(CCc1nnc(CCCCc2ccccc2)o1)N1CCC(N2CCCC2)CC1,5%,1,-13%,-2%,8%,?,-6%,3%,-5%
COC(=O)/C=C1\SC(=Nc2ccc(OC)cc2)NC1=O,-3%,-2,-15%,0%,-10%,-3%,-43%,-20%,-1%
Cc1nn(C)c2c1c(-c1ccccc1)cc(=O)n2Cc1c(F)cccc1Cl,-6%,-3,8%,/,10%,-5%,-26%,-5%,9%
CCOC(=O)CN[C@H]1CCC2C3CC=C4C[C@@H](O)CC[C@]4(C)C3CC[C@@]21C (some centres undefined),-20%,0,-9%,4%,/,/,16%,/,-11%
CSc1nc2cc(Oc3cccc(Cl)c3Cl)c(Cl)cc2[nH]1,6%,-4,-16%,0%,-29%,-3%,-6%,17%,-6%
COc1ccc(-c2cc(C3CCN(Cc4ccc([N+](=O)[O-])cc4)CC3)[nH]n2)cc1,-13%,-8,-7%,-11%,-11%,-10%,?,-3%,-13%
O=[N+]([O-])c1ccc(Sc2ccc(Cl)c(Cl)c2)nc1,-6%,-8,-4%,0%,24%,-23%,-3%,6%,1%
O=C(OCN1C(=O)c2ccccc2C1=O)c1ccc(Cl)nc1,10%,-8,7%,15%,-1%,-10%,49%[activator],-12%,-16%
Cc1ccc(Cn2cccc(NC(=O)NCc3ccccc3)c2=O)cc1,-1%,0,-1%,?,-5%,?,-20%,/,-2%
Cc1cccc(C)c1OC(=O)Cc1ccccc1[N+](=O)[O-],-10%[56.9 µM],-6,-21%,17%,29%,-20%,-7%,-1%,-1%
CC(C)Nc1ccc(-n2nc3ccccc3[n+]2[O-])cc1,29%,3,5%,2%,9%,4%,0%,5%,-12%
CCCc1nn(C)c(C(=O)Nc2ccc(C)c(C)c2)c1Cl,-12%,-8,-23%,-1%,-1%,5%,-29%,4%,-9%
CC1C(=O)Nc2ccc(S(=O)(=O)N3CCN(c4cccc(C(F)(F)F)c4)CC3)cc2NC1=O (centres undefined),-42%,-3,0%,-3%,?,6%,8%,11%,-10%
C[C@@H]1COC(=O)[C@H](CC(=O)OC(C)(C)C)C/C=C\C[C@H](CC(=O)N(CCO)Cc2ccccc2)C(=O)N1,7%,-3,-9%,1%,/,/,?,18%,-10%
CC1CCCN(c2ccc(C(=O)OCn3nnc4ccccc4c3=O)cc2[N+](=O)[O-])C1 (centres undefined),10%,-4,-17%,3%,0%,-2%,-6%,4%,1%
COc1ccc(C(=O)OCC(=O)c2ccc3[nH]c(=O)[nH]c3c2)c(OC)c1OC,-7%,0,-8%,16%,/,/,0%,-8%,4%

# Not a retest: 7 of the compounds above.
SMILES,RGS4 inh,LDHA inh,Pol eta inh,APE1 inh,POLB inh,Anesthetic bind,12-LOX inh,ERG Ets-DNA blk,POLK inh
Cc1cccc(C)c1OC(=O)Cc1ccccc1[N+](=O)[O-],-10%[56.9 µM],-6,-21%,17%,29%,-20%,-7%,-1%,-1%
CC(C)Nc1ccc(-n2nc3ccccc3[n+]2[O-])cc1,29%,3,5%,2%,9%,4%,0%,5%,-12%
CCCc1nn(C)c(C(=O)Nc2ccc(C)c(C)c2)c1Cl,-12%,-8,-23%,-1%,-1%,5%,-29%,4%,-9%
CC1C(=O)Nc2ccc(S(=O)(=O)N3CCN(c4cccc(C(F)(F)F)c4)CC3)cc2NC1=O (centres undefined),-42%,-3,0%,-3%,?,6%,8%,11%,-10%
C[C@@H]1COC(=O)[C@H](CC(=O)OC(C)(C)C)C/C=C\C[C@H](CC(=O)N(CCO)Cc2ccccc2)C(=O)N1,7%,-3,-9%,1%,/,/,?,18%,-10%
CC1CCCN(c2ccc(C(=O)OCn3nnc4ccccc4c3=O)cc2[N+](=O)[O-])C1 (centres undefined),10%,-4,-17%,3%,0%,-2%,-6%,4%,1%
COc1ccc(C(=O)OCC(=O)c2ccc3[nH]c(=O)[nH]c3c2)c(OC)c1OC,-7%,0,-8%,16%,/,/,0%,-8%,4%
